HCV NS3 hel inh – HCV NS3 helicase inhibition. NS3 helicase DNA unwinding, Cy5 molecular beacon fluorescence. inhibition, % at 10.9 µM. 0.56% of 290,000 active;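 active = inhibition above the mean of all tested compounds plus 3 SD, set per campaign, cut at about 35% in these data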;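 note: 0% = DMSO wells and 100% = thioflavine S control wells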
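Material: hepatitis C virus NS3 helicase domain fragment enzyme; measured by: Cy5 fluorescence, 0 and 60 min reads; control set: DMSO and thioflavine S; incubation: 60 min unwinding reaction at 25 °C after ATP addition; read-out basis: % inhibition from 60/0 min fluorescence ratio, DMSO 0%, thioflavine S 100%; repeats: singlicate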
GalR3 antag – antagonists of human GalR3 | inhibition, % at 3 µM | O60755 | HEK293 GalR3-CNG cAMP membrane potential fluorescence; galR3 body fused to GalR1 C-terminus | AID 651719 | 0.44% of 360,000 active;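 active = inhibition above the screen-wide average plus 3 SD, cut at about 13% in these data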;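 note: forskolin and galanin both at EC90 stimulate the cells; cAMP rise reported by CNG channel membrane potential dye signal; 0% = forskolin plus galanin with DMSO and 100% = forskolin alone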
Target sequence (O60755 1-299 limits assumed): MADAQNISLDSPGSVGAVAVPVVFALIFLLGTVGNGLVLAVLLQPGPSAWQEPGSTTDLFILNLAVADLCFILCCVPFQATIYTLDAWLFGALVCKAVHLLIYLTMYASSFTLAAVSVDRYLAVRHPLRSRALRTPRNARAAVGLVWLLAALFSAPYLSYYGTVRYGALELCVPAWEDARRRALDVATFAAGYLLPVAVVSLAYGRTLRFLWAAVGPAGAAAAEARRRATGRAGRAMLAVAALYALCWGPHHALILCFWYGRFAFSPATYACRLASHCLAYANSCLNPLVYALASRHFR
MEKK3 PB1 HTS – modulators (inhibitors or enhancers) of MEK5 binding to human MEKK3 PB1 domain; Q99759; bead-based flow cytometry, Alexa488-MEK5 binding to MEKK3; actives lie on both sides; 0 = blocked by unlabeled MEK5, 100 = vehicle; binding response (% of control), % at 10 µM; 1.4% of 290,000 active; AID 1529;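 active = binding response more than 3 SD above or below the average of its plate-row segment, actives on both sides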;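 note: Alexa488 bead fluorescence after subtracting the streptavidin-only scavenger bead signal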
Target sequence (Q99759 whole entry, looked up, the tested form may be a part): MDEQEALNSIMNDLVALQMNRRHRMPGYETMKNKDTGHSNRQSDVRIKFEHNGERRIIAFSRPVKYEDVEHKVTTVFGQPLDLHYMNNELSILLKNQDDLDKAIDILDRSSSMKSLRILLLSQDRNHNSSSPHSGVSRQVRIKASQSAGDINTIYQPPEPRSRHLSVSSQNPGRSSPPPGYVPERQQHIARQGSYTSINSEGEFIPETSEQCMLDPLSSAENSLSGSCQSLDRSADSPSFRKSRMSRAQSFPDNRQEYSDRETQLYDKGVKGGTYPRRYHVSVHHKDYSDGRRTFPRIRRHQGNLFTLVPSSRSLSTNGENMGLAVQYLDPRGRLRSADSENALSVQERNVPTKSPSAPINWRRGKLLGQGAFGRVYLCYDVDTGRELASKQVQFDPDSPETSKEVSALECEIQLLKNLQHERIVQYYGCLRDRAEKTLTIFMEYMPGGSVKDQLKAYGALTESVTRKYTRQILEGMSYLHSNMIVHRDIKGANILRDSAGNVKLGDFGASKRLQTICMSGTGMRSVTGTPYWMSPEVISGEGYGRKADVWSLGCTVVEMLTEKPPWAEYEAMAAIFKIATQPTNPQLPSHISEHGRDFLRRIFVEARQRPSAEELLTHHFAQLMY
FID counter – fluorescent intercalator displacement, NS3 helicase counter-screen; AID 1845; inhibition, % at 7.9 µM; DNA fluorescent intercalator displacement, fluorescence; 0.17% of 290,000 active; in the data active = inhibition above about 37%;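 note: 0% = vehicle and 100% = reference compound; higher means more ethidium bromide displaced from hairpin DNA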
MEKK2 mut-MEK5 – signal of MEK5 binding to mutant human MEKK2 PB1 domain. bead flow cytometry, Alexa488-MEK5 binding to MEKK2 mutant. percent response, % at 10 µM. 0.35% of 290,000 active. AID 1530; in the data active = percent response above about 24%, passing the limit was not always enough; note: inactives centre near 1; some results filed as inactive read as strong as hits
CRFR2-BP ag – CRF-BP/CRF-R2 complex agonism | HEK293 CRF-R2/CRF-BP, calcium dye fluorescence (FLIPR); percent of saturating CRF peptide response | activation, % at 13.2 µM | 0.46% of 350,000 active;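 active = activation of at least 50%, plus an integration ratio under a set limit after plate pattern correction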;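 note: plate controls were neutral control wells without compound for no effect and CRF at EC100 for full effect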
MEKK2 WT-MEK5 – raises or lowers MEK5 binding to wildtype human MEKK2 PB1 domain; bead flow cytometry, Alexa488-MEK5 binding to MEKK2 WT; actives lie on both sides; Q9Y2U5; AID 1531; binding response (% of control), % at 10 µM; 1.1% of 290,000 active; in the data active = binding response below about 67% or above about 130%
UBC9 SUMO inh – inhibitors of human SUMOylation (UBC9) | HTRF SUMOylation assay, SAE1/SAE2 + UBC9, in vitro | AID 2006 | P63279 | 0.36% of 290,000 active | inhibition, % at 35 µM; in the data active = inhibition above about 50%, passing the limit was not always enough; note: strong numbers were not always called active
Target sequence (P63279 whole entry, looked up): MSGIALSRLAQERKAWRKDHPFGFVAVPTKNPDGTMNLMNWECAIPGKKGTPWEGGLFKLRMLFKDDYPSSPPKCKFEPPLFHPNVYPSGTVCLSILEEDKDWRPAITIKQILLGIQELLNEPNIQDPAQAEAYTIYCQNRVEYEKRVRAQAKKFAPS
CRFR2-BP antag – CRF-BP/CRF-R2 complex antagonism | HEK293 CRF-R2/CRF-BP, CRF-induced calcium fluorescence | inhibition, % at 11.8 µM | 0.59% of 350,000 active;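 active = inhibition of the ligand-induced calcium signal above about 50% at the single tested concentration, limit read from the data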
* hit, by the source's call; . = not tested or not shown; & = joins results of further samples; [ ] = dose if it differs, or a comment. An excerpt, so the mix of outcomes need not match the whole.

item	structure	HCV NS3 hel inh	GalR3 antag	MEKK3 PB1 HTS	FID counter	MEKK2 mut-MEK5	CRFR2-BP ag	MEKK2 WT-MEK5	UBC9 SUMO inh	CRFR2-BP antag
1	COC(=O)c1cn(NC(=O)Cn2nc([N+](=O)[O-])c(Br)c2C)c(=O)c2ccccc12	4	4	96	4	1	-6.2	100	-15	30
2	CC1CCN(CC(=O)Nc2cc(C(F)(F)F)ccc2Cl)CC1	17	0	99	4	-3	-0.5	97	16	-45
3	O=C(Cc1ccc(S(=O)(=O)N2CCCC2)s1)Nc1nc2c(s1)CCCC2	17	-4	95	-14	-10	1.2	89	25	-11
4	COc1cccc(C(=O)COc2ccc3c(C)c(Cc4ccccc4)c(=O)oc3c2C)c1	3	.	92	6	-2	.	92	-2	.
5	CCOC(=O)C1=C(C)NC(=S)NC1c1ccc(OCC(=O)N2CCCCCC2)cc1 (centres undefined)	18	-8	106	-31	-6	-1.4	101	8	13
6	O=C(COc1ccc2c3c(c(=O)oc2c1)CCCC3)NCCCN1CCCC1=O	-6	3	97	-43	0	0.1	99	9	-14
7	C/C(=N\Nc1nc(C)cc(-c2ccccc2)n1)c1ccc(F)cc1	0	-2	100	-12	5	-1.4	103	4	-4
8	Cc1cc(Cl)ccc1C(=O)C1CCCN(C(=O)c2n[nH]c3c2CCCC3)C1 (centres undefined)	-9	-5	100	-30	9	0.5	100	0	4
9	C=CCc1c(C)[nH]c(=S)c(C#N)c1C	34	-1	100	-17	4	-2.4	100	18	-3
10	COc1ccccc1NC(=O)CSc1nnc(-c2ccccn2)o1	4	-5	102	-10	0	-0.9	99	-3	-4
11	O=C(NCc1cccs1)C1CCC(=O)N(Cc2cccc(C(F)(F)F)c2)C1 (centres undefined)	5	-3	104	-31	2	-0.7	106	7	3
12	Cc1nc2ccccc2c(=O)n1CCCn1ccnc1	-1	-5	105	-3	4	-3.4	107	1	-18
13	COc1ccc(C2=Nn3c(nnc3-c3ccco3)SC2)cc1	-1	-5	99	-16	-7	-5.9	97	6	68*
14	CSC1=NCCN1C(=O)COc1ccccc1	14	0	106	-5	5	0.0	107	23	13
15	COc1ccc(CCc2nnc(NS(C)(=O)=O)s2)cc1	2	-6	101	-10	7	0.1	101	1	7
16	Cc1cccc(Cc2ncc(C(F)(F)F)cc2Cl)c1	8	-6	100	-4	5	-0.6	103	5	-7
17	CNS(=O)(=O)c1cccc(C(=O)OCC(=O)Nc2ccc(N3CCCCC3)cc2)c1	11	-9	102	-9	4	0.0	102	-23	-27
18	CC(=O)OCc1c(F)c(F)c(-n2nc(C)cc2C)c(F)c1F	1	0	103	-2	14	0.3	105	-2	3
19	CCOC(=O)c1cnn(-c2ccccc2)c1-n1cccc1	5	-3	111	-5	7	-0.5	109	11	4
20	Cn1c(=O)c2c(ncn2CC(=O)N2CCN(c3ccc([N+](=O)[O-])cc3)CC2)n(C)c1=O	-3	-2	101	-6	-2	0.3	97	5	7
21	CC(=O)/C=C/c1ccc2ccccc2n1	2	4	96	0	-5	-1.9	96	1	-25
22	CCOC(=O)c1cc2nc(Nc3ccc(OC)cc3)sc2s1	5	-4	92	3	-4	3.2	89	1	-2
23	CC(C)C(=O)NC(=S)Nc1ccccc1C(=O)NC1CCCCC1	2	3	81	-2	-4	1.9	83	-8	31
24	S=C(NCc1ccccc1)NCc1cccc(Cl)c1	-6	-5	105	-12	4	-1.1	102	-2	15
25	O=[N+]([O-])c1ccc(/C=N/N2CCN(Cc3ccccc3)CC2)cc1	-6	-11	99	3	1	-3.7	97	9	-13

3 entries already listed, sorted by SMILES length, highest first.
item	structure	HCV NS3 hel inh	GalR3 antag	MEKK3 PB1 HTS	FID counter	MEKK2 mut-MEK5	CRFR2-BP ag	MEKK2 WT-MEK5	UBC9 SUMO inh	CRFR2-BP antag
17	CNS(=O)(=O)c1cccc(C(=O)OCC(=O)Nc2ccc(N3CCCCC3)cc2)c1	11	-9	102	-9	4	0.0	102	-23	-27
6	O=C(COc1ccc2c3c(c(=O)oc2c1)CCCC3)NCCCN1CCCC1=O	-6	3	97	-43	0	0.1	99	9	-14
16	Cc1cccc(Cc2ncc(C(F)(F)F)cc2Cl)c1	8	-6	100	-4	5	-0.6	103	5	-7

The list continues.
item	structure	HCV NS3 hel inh	GalR3 antag	MEKK3 PB1 HTS	FID counter	MEKK2 mut-MEK5	CRFR2-BP ag	MEKK2 WT-MEK5	UBC9 SUMO inh	CRFR2-BP antag
26	Cc1ccc(C(=O)NNC(=O)Cc2nc3nc(C)cc(C)n3n2)cc1	-3	4	97	6	-10	-1.5	97	.	-1
27	COc1ccc(C(CC(=O)Nc2cc(OC)cc(OC)c2)n2cccc2)cc1 (centres undefined)	1	1	101	-10	-1	-1.8	104	-17	16
28	CCCCOc1ccc(-c2nc(=S)[nH][nH]2)cc1	-1	-6	104	-14	6	-3.3	105	-9	3
29	O=C(NC(O)C(=O)c1cccs1)c1cccnc1 (centres undefined)	2	-2	96	-4	2	-0.3	92	20	-28
30	C=CCOC(=O)C1=C(C)NC(SCC(=O)N(CC)CC)=C(C#N)C1c1ccco1 (centres undefined)	-3	-6&-1	111	-30	9	3.4&-2.2	111	19	9&11
31	Cc1ccc(Cl)cc1NC(=S)N(CCCN1CCN(C)CC1)Cc1cccs1	-20	-5	105	16	4	0.3	109	9	-11
32	O=C(CSc1nnc(Cc2ccccc2)o1)Nc1cccc(F)c1	-3	-4	102	-14	5	0.3	104	3	22
33	Cc1cc(C(=O)N(C)C2CCCCC2)no1	-4	0	104	-6	9	-1.2	116	12	15
34	Cc1[nH]c2ccccc2c1C(=O)C(=O)Nc1ccc2c(c1)OCCO2	-3	0	104	-6	7	3.0	106	-1	-5
35	CCC(CC)c1nnc(NC(=O)CN2C(=O)C3C4C=CC(C4)C3C2=O)s1 (centres undefined)	-3	3	105	-26	5	0.3	106	-2	-37
36	O=c1c(C=NCc2cccnc2)c(C(F)(F)F)[nH]n1-c1nc2ccccc2s1	21	0	95	-9	275*	-0.6	.	5	9
37	CCCN(CCC)C(=O)C1CC(=O)OC12CCOC(C)(C)C2 (centres undefined)	3	6	97	-5	0	7.3	95	14	-1
38	CCC(C)NC(=O)Nc1ccccc1C (centres undefined)	1	-8	81	-2	-8	1.8	92	19	-21
39	CCc1c(O)nc(SCC(=O)Nc2ccccc2C)[nH]c1=O	-5	1	99	0	5	-0.5	104	2	22
40	N#CCc1nn(-c2ccc(Cl)cc2)c(N)c1C#N	14	-5	94	1	7	-1.6	87	4	13
41	O=C(NC1CCCCC1)N1CCC(c2nc3ccc(Cl)cc3[nH]2)CC1	2	-4	84	-8	-1	-1.8	92	3	-8
42	C=CCOc1cccc(C2C(C(=O)c3ccco3)=C(O)C(=O)N2Cc2ccco2)c1 (centres undefined)	38*	-10	104	-46	-4	-1.4	99	7	1
43	CCOc1cc2c(C#N)c(N3CCCC3)nc(N)c2c(N)n1	.	-1	102	.	3	0.6	106	.	-3
44	CCOc1ccc(Nc2nc(N)c([N+](=O)[O-])c(N3CCOCC3)n2)cc1	4	-8	101	-17	6	1.8	103	2	-23
45	COc1ccc(CC(=O)N/N=C(\C)CC(=O)Nc2ccc3c(c2)OCCO3)cc1OC	-8	-7	100	-25	2	-1.4	100	9	0
46	CNS(=O)(=O)c1ccc2nc(NC(=O)/C=C/c3ccco3)sc2c1	-5	-5	99	-3	1	0.4	77	68	-38
47	Cc1ccc(Cl)c(OCCCCN(C)Cc2ccccc2)c1	-33	-7	101	15	4	-0.9	118	-11	-26
48	COCc1cc(C)nc2sc(C(=O)NN)c(-n3cccc3)c12	2	4	102	-16	0	-0.9	101	-5	2
49	O=C(NCC1CCCO1)C(c1ccncc1)N(Cc1cccs1)C(=O)CN1C(=O)c2ccccc2S1(=O)=O (centres undefined)	-5	-3	101	-12	-11	-0.5	94	-3	-5
50	COC(=O)CCCC1=CC2=C(c3ccccc3)C(=O)C(C)(OC(=O)C3CCCC3)C(=O)C2=CN1C1CC1 (centres undefined)	.	4	122	.	1	2.0	155*	5	10

(cont.)
item	structure	HCV NS3 hel inh	GalR3 antag	MEKK3 PB1 HTS	FID counter	MEKK2 mut-MEK5	CRFR2-BP ag	MEKK2 WT-MEK5	UBC9 SUMO inh	CRFR2-BP antag
51	CCc1ccc(/C=N/NC(=O)c2cc(C3CC3)nc3ccc(Br)cc23)s1	-3	0	104	-4	3	3.1	102	19	-4
52	COc1ccc(-c2noc(CSc3nnc(-c4ccncc4)n3-c3ccc(F)cc3)n2)cc1OC	-3	-11	100	-42	2	0.2	98	7	-16
53	NS(=O)(=O)OCCCCCc1ccccc1	11	-4	103	-4	-1	-1.0	99	6	12
54	CC(C)c1c(C(=O)N/N=C/c2ccccc2OCc2c(F)cccc2Cl)nnn1-c1nonc1N	-10	-8	99	-17	-2	4.6	93	-14	1
55	COc1ccc(S(=O)(=O)N2CCN(Cc3ccc(OC)c(OC)c3)CC2)cc1	-3	-6	112	-17	13	-1.3	116	3	-1
56	COCCN(C(=O)CNC(=O)c1cccs1)C(C(=O)NC(C)(C)C)c1ccccc1 (centres undefined)	-3	-2	98	-19	-2	2.0	95	17	-7
57	COc1ccc(-c2cc(-n3c(C(F)(F)F)nc4ccccc43)n(CCC#N)n2)cc1	-6	-5	82*[inhibitor]	-16	-7	-0.1	86	-28	-3
58	C/C(=C\C(=O)c1ccccc1)NNC(=O)c1ccc(Cl)cc1	3	-10	101	-10	3	-0.1	108	9	3
59	CC1CC(=O)Nc2ccccc2N1S(=O)(=O)c1ccc(Cl)cc1 (centres undefined)	4	5	103	1	0	-0.6	100	17	-11
60	COc1ccc(NC(=O)CCS(=O)(=O)c2ccc3c(c2)CCCN3C(C)=O)cc1Cl	1	0	97	-4	1	-0.6	100	15	6
61	O=C(O)CNS(=O)(=O)c1ccc(-c2ccccc2)cc1	0	.	102	-6	3	.	98	20	.
62	COc1ccc2[nH]c(C(=O)O)c(NS(=O)(=O)c3ccc(OC)c(OC)c3)c2c1	7	-2	101	-13	4	-0.9	95	16	11
63	O=C1C2C3C=CC(CC3)C2C(=O)N1c1ccc([N+](=O)[O-])cc1 (centres undefined)	7	-10	101	-3	5	-0.7	103	2	-2
64	COc1ccc(CNC(=O)CN(C)S(=O)(=O)c2ccc3c(c2)n(C)c(=O)c(=O)n3C)cc1	-1	-8	97	-12	1	-0.8	98	13	69*
65	COc1ccc(N2CC(C(=O)Nc3cccc(C)n3)CC2=O)cc1 (centres undefined)	-7	-2	95	-10	-9	2.6	92	-17	17
66	COc1ccc(-c2csc3ncnc(Oc4cccc5ccc(C)nc45)c23)cc1	-11	-6	101	-23	11	0.4	114	-19	27
67	COc1ccc(-c2nn(-c3ccccc3)cc2C(=O)O)cc1N	5	-14	109	-1	4	-0.4	111	18	1
68	O=C(N/N=C/c1ccc(OC(=O)c2ccccc2)cc1)c1cccc(O)c1	1	-5	137*	-15	0	-0.7	113	-7	-15
69	Cc1ccc(/C=N/NC(=O)Cn2cnc3ccccc32)o1	5	-2	98	-3	-1	-2.7	99	18	-4
70	Cc1cc(=O)c(C(=O)O)nn1-c1ccccc1C(F)(F)F	10	-8	102	2	5	-0.7	97	5	-2
71	O=C(COc1ccc(S(=O)(=O)NC2CCCCC2)cc1)NC1CCCCC1	9	-2	110	-38	-3	-0.2	101	4	-6
72	O=C(Nc1cccc(-c2ccc(F)cc2)c1)C1CCCN(C(=O)c2cscn2)C1 (centres undefined)	-7	0	101	-24	1	0.8	99	19	-16
73	CCCCNC(=O)c1cc2c(=O)n3cccc(C)c3nc2n(CCN2CCOCC2)c1=N	0	-2	.	-6	.	1.0	.	33	18

Compound activity deposited in PubChem BioAssay by several laboratories.
